NSD2 inh – inhibitors of human histone methyltransferase NSD2. inhibition, % at 12.5 µM. AID 743445. 310,000 compounds, 0.54% hits. NSD2 peptide methylation, AlphaScreen, 120 min; in the data active = inhibition above about 50%
Target sequence (O96028 whole entry, looked up): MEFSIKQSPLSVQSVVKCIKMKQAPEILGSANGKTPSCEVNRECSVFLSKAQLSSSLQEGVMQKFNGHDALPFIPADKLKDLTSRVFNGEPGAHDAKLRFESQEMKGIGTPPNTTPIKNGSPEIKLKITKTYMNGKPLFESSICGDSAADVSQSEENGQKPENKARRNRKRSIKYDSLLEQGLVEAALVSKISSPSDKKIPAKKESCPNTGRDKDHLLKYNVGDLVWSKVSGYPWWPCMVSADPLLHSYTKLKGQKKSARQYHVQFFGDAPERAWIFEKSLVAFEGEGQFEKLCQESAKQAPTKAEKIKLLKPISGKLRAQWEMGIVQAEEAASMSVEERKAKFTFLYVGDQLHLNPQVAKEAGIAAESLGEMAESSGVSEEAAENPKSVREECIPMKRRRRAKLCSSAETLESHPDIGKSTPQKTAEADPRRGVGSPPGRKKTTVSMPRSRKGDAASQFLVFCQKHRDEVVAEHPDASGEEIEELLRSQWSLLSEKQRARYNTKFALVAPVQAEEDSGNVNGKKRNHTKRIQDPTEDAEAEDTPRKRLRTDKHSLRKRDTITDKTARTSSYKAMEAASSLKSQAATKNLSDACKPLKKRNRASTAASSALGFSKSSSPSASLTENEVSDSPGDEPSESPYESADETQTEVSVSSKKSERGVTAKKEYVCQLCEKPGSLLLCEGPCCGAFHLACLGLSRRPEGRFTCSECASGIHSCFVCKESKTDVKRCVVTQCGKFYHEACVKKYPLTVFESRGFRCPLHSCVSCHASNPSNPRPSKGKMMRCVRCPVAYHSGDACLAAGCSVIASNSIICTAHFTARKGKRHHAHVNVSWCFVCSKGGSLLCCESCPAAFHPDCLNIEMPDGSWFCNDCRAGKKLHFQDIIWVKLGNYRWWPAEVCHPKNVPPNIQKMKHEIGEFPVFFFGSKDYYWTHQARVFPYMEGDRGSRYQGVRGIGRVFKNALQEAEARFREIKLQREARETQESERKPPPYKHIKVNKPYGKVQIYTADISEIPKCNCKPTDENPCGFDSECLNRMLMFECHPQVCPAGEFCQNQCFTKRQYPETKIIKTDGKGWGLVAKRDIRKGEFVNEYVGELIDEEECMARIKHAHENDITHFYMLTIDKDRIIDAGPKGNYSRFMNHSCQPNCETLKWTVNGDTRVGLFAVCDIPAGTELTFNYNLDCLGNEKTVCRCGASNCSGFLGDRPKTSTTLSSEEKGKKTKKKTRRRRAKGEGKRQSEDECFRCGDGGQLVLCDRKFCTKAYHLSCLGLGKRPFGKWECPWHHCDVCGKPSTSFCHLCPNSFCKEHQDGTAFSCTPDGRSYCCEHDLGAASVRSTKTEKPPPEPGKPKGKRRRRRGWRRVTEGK
Starred values were filed as active, the others as inactive.

NSD2 inh | SMILES
1 | Cc1c(NC(=O)C2CCCN(S(=O)(=O)c3ccc(C(C)(C)C)cc3)C2)c(=O)n(-c2ccccc2)n1C (centres undefined)
-1 | N#Cc1cccc(C=C(C(=O)c2ccccc2)c2ccccc2)c1
-1 | O=C1c2ccccc2C(=O)N1CC(O)COc1cccc2ccccc12 (centres undefined)
-2 | CCCCCCCCN1C(=O)[C@@H](CC(=O)NCCCOC)C[C@@]2(C(=O)OC)C1=C[C@H](C1CCCC1)O[C@@H]2C
-1 | CC1(C(=O)NCc2ccccc2)Cc2c(-c3ccc(C(N)=O)cc3)ccnc2O1 (centres undefined)
-2 | CC1(C(=O)NS(=O)(=O)c2ccc(C#N)cc2)CCN1C(=O)C1(c2ccc(Cl)cc2)CC1 (centres undefined)
0 | N#Cc1cccc(NC(=O)c2cc(C3CCCCN3C(=O)c3ccc4c(c3)CCO4)on2)c1 (centres undefined)
-1 | CCCC(=O)N1CCCC(c2cc(C(=O)Nc3ccccc3)no2)C1 (centres undefined)
38 | COC(=O)c1cc(S(=O)(=O)NCC2CCN(C(=O)C(=O)c3cccs3)CC2)cs1
3 | CC12CCC(C(=O)N3CCN(c4ccccc4)CC3)(CC1=O)C2(C)C (centres undefined)
1 | CC(=O)c1cc2cccc(OC3(C)CCN(Cc4ccc(-c5ccccn5)cc4)C3)c2o1 (centres undefined)
-22 | CN1CCCC1CN1CCCC1 (centres undefined)
3 | O=C1NC[C@@H](Cc2ccc(O)cc2)N(CCCCC2CCCCC2)C1=O
-2 | CC(=O)NCCNC(=O)C1(C)Cc2c(-c3ccc(C(N)=O)cc3)ccnc2O1 (centres undefined)
17 | N#CC(C#N)=NNc1ccc2cn[nH]c2c1
14 | CCNC(=O)C1CCCN(Cc2ccc(C)c3ccccc23)CC1 (centres undefined)
-4 | CC(=O)c1cccc2c1OC(C)C(=O)N2Cc1ccc(Cl)cc1 (centres undefined)
-1 | CCc1nc2c(OCCOc3ccccc3)cccn2c1N(C)C(=O)c1ccc(OC)cc1
-3 | O=C(Nc1ccc(C(O)(C(F)(F)F)C(F)(F)F)cc1)c1ccccc1C(F)(F)F
1 | O=C(O)c1cc2c(ncc3c(=O)n(-c4ccccc4)[nH]c32)s1
3 | Cc1cc(C)cc(CC(=O)N2CCC2(C)C(=O)NS(=O)(=O)c2cccc(F)c2)c1 (centres undefined)
-4 | O=C(CCn1nnc2ccccc21)N1CCN(Cc2ccc3c(c2)OCO3)CC1
7 | COc1ccc(CC(N)c2csc(NC(=O)c3cc(C(C)(C)C)oc3C)n2)cc1 (centres undefined)
-1 | O=C(CSc1nnc(COc2ccccc2)n1-c1ccc(Cl)cc1)Nc1ccc2c(c1)OCO2
-3 | COc1ccc(C(O)c2nc(-c3cccc(F)c3)cs2)cc1 (centres undefined)

NSD2 inh | SMILES
-2 | COCC(=O)N1CCC(C(=O)NC2CCCc3ccccc32)CC1 (centres undefined)
3 | CC1(C(=O)NS(=O)(=O)c2ccccc2)CCN1C(=O)C/C=C/c1ccccc1 (centres undefined)
-3 | CON(C)C(=O)C(C)(C)CC#CCN(CC#Cc1ccccc1)S(=O)(=O)c1ccc(C)cc1
4 | CCc1nc2ccc(C(=O)N(C)Cc3ccccc3)cn2c1N(CC)CCN(C)C
60* | CCNC(=O)C1CCCN(C(=O)c2ccccc2OC(F)(F)F)CC1 (centres undefined)
-2 | C=CCN=C1NC(c2ccc(C(F)(F)F)cc2)C(C(=O)OC)=C(C)N1Cc1ccccc1C(F)(F)F (centres undefined)
7 | CC(=O)Nc1ccc(CN(C)c2c(C)nc3ccc(C(=O)N4CCN(c5ccccc5)CC4)cn23)cc1
-1 | CC(O)(c1ccc(F)c(F)c1)c1nc(-c2ccc3ccccc3c2)cs1 (centres undefined)
12 | COc1ccc(C(C)(O)c2nc(-c3cccc(C(=O)O)c3)cs2)cc1 (centres undefined)
1 | Cc1cc2c(c(=O)o1)[C@@]1(C(=O)N(C)c3cccc(Br)c31)C1=C(CCCC1=O)O2
2 | CCN=C1NC(CCc2ccccc2)C(C(=O)OC)=C(C)N1Cc1ccccc1C(F)(F)F (centres undefined)
-1 | COc1ccc(S(=O)(=O)NC(=O)C2(C)CCN2C(=O)c2cccc(F)c2)cc1 (centres undefined)
18 | COCCNc1nc(Nc2ccc(Cl)cc2F)c2sccc2n1
0 | Cc1cc(C(=O)N2CCC2(C)C(=O)Nc2cccc3ccccc23)nn1C (centres undefined)
-3 | C=CCN1C(=O)[C@@H](CC(=O)NCCC(C)C)[C@]2(C(=O)OC)CCCCC=C12
-3 | C=CCOC(=O)N1CCN(C(=O)c2ccc3nc(C)n(C4CCCC4)c3c2)CC1
0 | COc1ccc(S(=O)(=O)N2CCCCC2c2cc(C(=O)NC(C)C)no2)cc1 (centres undefined)
-1 | CCc1nc2ccc(C(=O)NCCCN3CCCC3=O)cn2c1N(C)Cc1ccc(OC)cc1
-9 | COc1ccccc1CNC(=O)c1cc(-c2ccc(F)cc2C)n[nH]1
2 | COC(=O)C1CCCN(C(=O)C2CCN(S(=O)(=O)c3ccc([N+](=O)[O-])cc3)CC2)C1 (centres undefined)
5 | Cc1nnc(C)n1N=Cc1ccc(O)cc1O
-3 | Cc1nc2ccc(NC(=O)C3(C)CCCN(C(C)C)C3)cc2o1 (centres undefined)
0 | COc1ccc(C(=O)CSc2nnc(-c3ccc(C(C)(C)C)cc3)n2C)cc1
7 | COC(=O)Cc1ccc(OC2(C)CCN(Cc3ccc4c(c3)OCCO4)C2)cc1 (centres undefined)
-1 | CCn1nccc1NC(=O)c1csc([C@@H]2C[C@H](O)[C@@H](CO)O2)n1

With a hit mark in NSD2 inh, among the entries above:
NSD2 inh | SMILES
60* | CCNC(=O)C1CCCN(C(=O)c2ccccc2OC(F)(F)F)CC1 (centres undefined)

Next part:
NSD2 inh | SMILES
0 | CC(=O)c1cccc(-c2ccnc3c2CC(C(=O)Nc2cccc(NS(C)(=O)=O)c2)O3)c1 (centres undefined)
-3 | CC1(C(=O)NS(=O)(=O)c2ccc3c(c2)CCO3)CCN1C(=O)COc1ccc(Cl)cc1 (centres undefined)
2 | CCOc1ccc(-n2c(SCC(=O)c3ccccc3Cl)nnc2-c2ccncc2)cc1
4 | CN(C)CCNC(=O)c1cccc(-c2cnc3c(NC=O)cc(-c4ccc(C(=O)N5CCOCC5)cc4)cn23)c1
0 | CC(NNC(=S)N1CCCCCC1)c1ccc2ccccc2n1 (centres undefined)
31 | O=C(C(=O)N1CCC(CNS(=O)(=O)c2ccccc2)CC1)c1cc2ccccc2o1
-1 | CC(O)(c1cccc(F)c1)c1nc(-c2ccccc2)cs1 (centres undefined)
0 | CCCNC(=O)C1(C)CCN(Cc2ccc(C(=O)OCC)cc2)C1 (centres undefined)
-4 | COC(=O)C1CCCN(C(=O)C2CCN(S(=O)(=O)c3cccc4cccnc34)CC2)C1 (centres undefined)
2 | O=C(O)C1CCCCN1c1ccccc1[N+](=O)[O-] (centres undefined)
1 | O=C(NN=Cc1ccco1)C(=O)Nc1cccc(C(F)(F)F)c1
0 | CC(C)(C)CN1C(=O)C(=O)NC[C@@H]1CC1CCCCC1
-3 | Cc1cc(C)c2cc(C#N)c(NCCNC(=O)c3ccncc3)nc2c1
-1 | CC1(C(=O)NS(=O)(=O)c2ccc3c(c2)CCO3)CCN1C(=O)CCC1CCCC1 (centres undefined)
-2 | COc1ccc(-c2noc(-c3cc(Cl)ccc3Cl)n2)cc1OC
2 | CCOc1ccc(-n2c(SCC(=O)Nc3ccc(S(=O)(=O)Nc4cc(C)nc(C)n4)cc3)nnc2-c2ccc(OC)cc2)cc1
-3 | S=C1NCc2cncnc2N1
2 | NC(=O)c1cccc(-c2csc(C(O)c3cccc(Cl)c3)n2)c1 (centres undefined)
21 | Cc1cnc(CNC(=O)c2csc([C@@H]3C[C@H](O)[C@@H](CO)O3)n2)cn1
8 | CN1CCN(c2ccc(CNC(=O)C3Cc4c(-c5ccccc5Oc5ccccc5)ccnc4O3)cc2)CC1 (centres undefined)
-1 | COc1cccc(CCN2C(=O)CCC3=C2CCC3=O)c1
0 | Cc1cc(C)nc(N2CCC(C(=O)N(C)CCc3ccccn3)CC2)n1
-5 | CCCCNC(=O)C1(C)CCN1C(=O)c1cc2ccccc2s1 (centres undefined)
-4 | CC1(C(=O)Nc2ccccc2Br)CCN1C(=O)Cc1ccc(Cl)cc1Cl (centres undefined)
-1 | CC1(C(=O)NS(=O)(=O)c2ccc(Br)cc2)CCN1C(=O)C/C=C/c1ccccc1 (centres undefined)

Four entries already listed, sorted by molecular weight, ascending:
NSD2 inh | SMILES
0 | Cc1cc(C)nc(N2CCC(C(=O)N(C)CCc3ccccn3)CC2)n1
31 | O=C(C(=O)N1CCC(CNS(=O)(=O)c2ccccc2)CC1)c1cc2ccccc2o1
2 | CCOc1ccc(-n2c(SCC(=O)c3ccccc3Cl)nnc2-c2ccncc2)cc1
-3 | CC1(C(=O)NS(=O)(=O)c2ccc3c(c2)CCO3)CCN1C(=O)COc1ccc(Cl)cc1 (centres undefined)

Returning to the listing, starting 3 compounds before the break.
NSD2 inh | SMILES
-5 | CCCCNC(=O)C1(C)CCN1C(=O)c1cc2ccccc2s1 (centres undefined)
-4 | CC1(C(=O)Nc2ccccc2Br)CCN1C(=O)Cc1ccc(Cl)cc1Cl (centres undefined)
-1 | CC1(C(=O)NS(=O)(=O)c2ccc(Br)cc2)CCN1C(=O)C/C=C/c1ccccc1 (centres undefined)
1 | CC(O)(c1cccnc1)c1nc(-c2ccc(F)c(Cl)c2)cs1 (centres undefined)
7 | COc1cccc(N2CCN(CC(=O)NCc3ccc(Cl)cc3)CC2)c1
3 | CC1(C(=O)Nc2cccc3c2CCCC3)CCN1C(=O)Cc1ccccc1Cl (centres undefined)
0 | CCc1nc2ccc(C(=O)NCCN3CCNC3=O)cn2c1N(C)CCC(C)C
-3 | O=C(NC1CCc2ccccc21)c1cc(-c2ccc(Cl)cc2)nc2ccccc12 (centres undefined)
-1 | COc1ccc(S(=O)(=O)NC(=O)C2(C)CCN2C(=O)C2(c3ccccc3)CCCC2)cc1 (centres undefined)
1 | COc1cc(-c2nnc(SCC(=O)NN=Cc3c[nH]c4ccccc34)n2-c2ccccc2)cc(OC)c1OC
0 | COc1ccc(CCNC(=O)Nc2ccc3c(c2)c(=O)n(C)n3Cc2ccc(Cl)cc2)cc1OC
3 | CC(=O)Nc1ccc(CNc2nc(NCC3CC3)nc3ccsc23)cc1
-12 | CCOc1ccc(-c2noc([C@@H]3O[C@H](CO)[C@@H](O)[C@H]3O)n2)cc1
-1 | COc1cc(-c2cc3nc(NCCOc4ccccc4)ccn3n2)cc(OC)c1OC
5 | Cc1noc(C)c1-c1ccc(C(=O)NC2CCCCC2)c2occc12
1 | CC1(C(=O)Nc2cnc3ccccc3c2)CCN1Cc1cc2ccccc2o1 (centres undefined)
-4 | C=CCn1c(Cc2cccs2)nnc1SCC(=O)Nc1ccc(C)cc1
4 | CN(CCc1ccccc1)C(=O)Cn1nc(-c2ccccc2)ccc1=O
3 | COc1cc(CNC(=O)c2cc(-c3cc(C)cc(F)c3)n[nH]2)cc(OC)c1
5 | N#Cc1ccc(S(=O)(=O)N2CCCCC2c2cc(C(=O)NCc3ccccc3)no2)cc1 (centres undefined)
2 | CCc1nc2ccc(C(=O)Nc3cc(-c4ccccc4)ccc3OC)cn2c1N(CC)Cc1cccc(Br)c1
-2 | COc1ccc(-c2cc(NC(C)=O)c3ncc(-c4ccccc4)n3c2)c(OC)c1
0 | CCNC(=O)C1(C)CCCN(C(=O)c2ccnc(Cl)c2)C1 (centres undefined)
-2 | O=C(Cc1cccc2ccccc12)Nc1ccccc1F
-1 | CCCNC(=O)C1(C)CCCN(Cc2ccccc2F)C1 (centres undefined)
2 | CCc1nc2c(OCCC3CCCCC3)cccn2c1N(C)C(=O)c1ccc(C)cc1
36 | COc1ccc(N2CCCN(CC(=O)Nc3ccc(Cl)cc3)CC2)cc1
-3 | O=C(NCCc1nc2ccccc2n1C/C=C/c1ccccc1)C1CCCCC1

By substructure, those above with a nitro group on carbon.
NSD2 inh | SMILES
2 | COC(=O)C1CCCN(C(=O)C2CCN(S(=O)(=O)c3ccc([N+](=O)[O-])cc3)CC2)C1 (centres undefined)
2 | O=C(O)C1CCCCN1c1ccccc1[N+](=O)[O-] (centres undefined)

(next part)
NSD2 inh | SMILES
-3 | COCCNC(=O)C1CCCN(C(=O)COc2ccc(Cl)cc2Cl)CC1 (centres undefined)
116* | O=C(Oc1ccccc1)c1cc(O)c(O)c(O)c1
-2 | C=CCCC(=O)N1CCC(C(=O)NC2CCCc3ccccc32)CC1 (centres undefined)
0 | CCCNC(=O)C1(C)CCN(Cc2ccc(-n3ccnc3)cc2)C1 (centres undefined)
0 | CCCS(=O)(=O)NC(=O)C1(C)CCN(C(=O)c2cc(F)cc(F)c2)C1 (centres undefined)
31 | OC(c1cccc(Cl)c1)c1ncc(-c2ccc(C(F)(F)F)cc2)[nH]1 (centres undefined)
19 | Cc1cc(-c2n[nH]c(=S)n2N=Cc2cccc(Oc3ccccc3)c2)n[nH]1
-1 | Cc1noc(C)c1NC(=O)Nc1ccc2c(c1)C(=O)N([C@@H](C)CO)C[C@@H](C)[C@H](CN(C)S(=O)(=O)c1ccc(F)cc1)OCCCC[C@H](C)O2
1 | COc1cc(/C=C/C(=O)n2cnc3ccccc32)cc(OC)c1OC
6 | CC(=O)c1ccc(OC2(C)CCN(Cc3ccc(C)cc3)C2)cc1 (centres undefined)
1 | CCCCS(=O)(=O)NCC1CCN(C(=O)C(=O)c2cc3ccccc3o2)CC1
3 | O=C(CSc1nc2ccccc2s1)N=Nc1c(O)[nH]c2ccccc12
-3 | CC(C)CC(CCOCCO)NC(=O)OCc1ccccc1[N+](=O)[O-] (centres undefined)
4 | CN1CCN(c2ncnc3c2ncn3[C@H]2CN(Cc3ccc(F)cc3)C[C@@H](CO)O2)CC1
1 | CC(=NNC(=O)c1ccccc1N)c1ccccc1O
11 | COc1cccc(CN2CCC2(C)C(=O)NCCc2ccccn2)c1OC (centres undefined)
9 | CN(C)c1ccc(CNC(=O)C2(C)Cc3c(-c4ccc(N(C)C)cc4)ccnc3O2)cc1 (centres undefined)
-6 | Cc1cccc(NC(=O)CN2C(=O)CCSc3ccccc32)c1C

Source: PubChem

Not all compounds are listed (hit frequency here may not be typical).
